Source: PubChem (several laboratories)
Diaph inh CS: diaphorase inhibition or chemical oxidation counter-screen; diaphorase resazurin-to-resorufin fluorescence, NADH, 16 min; bacterial (C. kluyveri) enzyme, not human; inhibition, % at 20 µM; actives 0.69% (n = 190,000); AID 1217;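 active = primary screen inhibition at 20 µM above a set limit, cut at about 50% in these data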;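 note: plate controls were DMSO with full reaction for no effect and wells lacking NADH for full effect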
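controls = No-NADH positive control and DMSO neutral control | system = Clostridium kluyveri diaphorase enzyme | timing = reaction incubation of 16 min at room temperature | signal = resorufin fluorescence 544/590 nm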
PPARg SRC-3 ag: agonists of human PPARgamma SRC-3 coactivator recruitment; actives 0.26% (n = 200,000); activation, % at 8 µM; P37231; biochemical PPARgamma/SRC-3 coactivator recruitment assay; in the data active = activation above about 23%;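 note: 0% = DMSO and 100% = reference agonist; some compounds past the cut are filed as inactive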
Target sequence (P37231 whole entry, looked up): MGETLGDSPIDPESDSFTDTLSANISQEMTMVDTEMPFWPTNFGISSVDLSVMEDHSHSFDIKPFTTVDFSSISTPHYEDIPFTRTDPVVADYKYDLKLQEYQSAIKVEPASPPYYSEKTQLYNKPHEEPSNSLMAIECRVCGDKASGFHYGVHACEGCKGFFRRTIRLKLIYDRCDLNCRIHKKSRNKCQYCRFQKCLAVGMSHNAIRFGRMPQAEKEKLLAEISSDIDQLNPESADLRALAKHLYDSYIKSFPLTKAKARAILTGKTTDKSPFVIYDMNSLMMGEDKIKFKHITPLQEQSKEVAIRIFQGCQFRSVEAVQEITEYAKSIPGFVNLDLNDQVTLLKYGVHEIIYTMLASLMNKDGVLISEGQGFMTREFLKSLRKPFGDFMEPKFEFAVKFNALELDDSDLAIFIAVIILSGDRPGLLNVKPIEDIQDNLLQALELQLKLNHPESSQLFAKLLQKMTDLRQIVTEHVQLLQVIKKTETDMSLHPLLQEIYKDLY
PPARg SRC-2 ag: PPARgamma-driven SRC-2 recruitment agonism | AID 1032 | actives 0.34% (n = 200,000) | PPARgamma LBD-SRC-2 recruitment, biochemical | P37231 | activation, % at 8 µM; in the data active = activation above about 22%;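 note: 0% = vehicle and 100% = reference agonist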
Diaphorase act: diaphorase activation or chemical reduction counter-screen | Diaphorase/resazurin coupled assay, resorufin fluorescence, 16 min; hits give high values; 1 = vehicle wells, 0 = NADH-free wells | activation factor at 20 µM | actives 0.005% (n = 190,000);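 active = diaphorase activity raised at least twofold by the compound at 20 µM; inactive = activation factor below 2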
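Material: purified diaphorase enzyme from Clostridium kluyveri / Medium: HEPES pH 7.4 buffer with MgCl2 and Tween 20 / Schedule: enzyme reaction of 16 min at room temperature / Measured by: resorufin fluorescence, excitation 544 nm, emission 590 nm / Evaluation: rise in resorufin formation, marking diaphorase activation or chemical reduction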
TR-FRET SRC-2 ct: TR-FRET artefact, counter-screen to PPARgamma/SRC-2 agonist assay; TR-FRET ratio at 8 µM; actives 0.4% (n = 200,000); AID 1049; hits give high values; in the data active = TR-FRET ratio above about 2000; note: inactives centre near 1500
PPARg SRC1 recr: promotes SRC-1 coactivator recruitment by human PPARgamma; P37231; PPARgamma-SRC-1 coactivator recruitment biochemical assay; activation, % at 8 µM; actives 0.41% (n = 200,000); AID 631; in the data active = activation above about 19%;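 note: 0% = DMSO and 100% = reference agonist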
PMI act hi M6P: increases human PMI activity with near-saturating mannose 6-phosphate; AID 1216; actives 0.34% (n = 190,000); activation factor at 20 µM; P34949; coupled PMI enzyme assay, resazurin fluorescence, 20 min; hits give high values; 1 = untreated enzyme, 0 = substrate-free blank;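 active = activation factor of 2 or more at 20 µM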
Target sequence (P34949 whole entry, looked up): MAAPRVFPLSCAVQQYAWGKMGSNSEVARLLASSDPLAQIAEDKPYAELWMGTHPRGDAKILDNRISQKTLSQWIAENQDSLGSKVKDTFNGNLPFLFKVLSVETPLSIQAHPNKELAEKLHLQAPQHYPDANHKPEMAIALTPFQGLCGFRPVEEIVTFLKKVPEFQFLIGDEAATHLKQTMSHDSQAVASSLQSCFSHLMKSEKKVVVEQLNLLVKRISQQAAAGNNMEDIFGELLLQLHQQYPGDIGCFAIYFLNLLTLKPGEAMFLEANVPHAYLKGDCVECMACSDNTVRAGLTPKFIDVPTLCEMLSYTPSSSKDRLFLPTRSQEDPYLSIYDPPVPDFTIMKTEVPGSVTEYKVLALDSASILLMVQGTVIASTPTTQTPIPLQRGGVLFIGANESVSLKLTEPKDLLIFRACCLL
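Test system: human phosphomannose isomerase with PGI, G6PDH, diaphorase coupling enzymes; Amount: PMI at 15 ng/mL final; Reagent: Mannose-6-phosphate 1.0 mM (near-saturating) plus 0.22 mM NADP+; Timing: 20 min, room temperature; Technique: resorufin fluorescence at Ex 544/Em 590 nm; Dosing: 20 µM single dose.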
PMI activator: increases human mannose-6-phosphate isomerase activity; P34949; purified human PMI, coupled resazurin fluorescence, 20 min; hits give high values; 1 = vehicle control, 0 substrate-free wells; activation factor at 20 µM; actives 0.005% (n = 190,000);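 active = activation factor of 2 or more at 20 µM, relative to plate controls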
G6PDH counter: L. mesenteroides G6PDH inhibition counter-screen | Purified L. mesenteroides G6PDH, diaphorase/resazurin coupled fluorescence, 45 min | inhibition, % at 5 µM | actives 0.12% (n = 200,000) | AID 1020; in the data active = inhibition above about 50%
S1P3 antagonist: blocks the human S1P3 receptor | Q99500 | CHO S1P3 NFAT-BLA reporter, FRET fluorescence, antagonist mode | inhibition, % at 4.98 µM | actives 0.27% (n = 170,000) | AID 485;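 active = inhibition above the plate cutoff, the mean inhibition of test wells on that plate plus 3 SD, cut at about 28% in these data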;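 note: cells challenged with S1P at its EC80 of 0.8 µM; blue over green emission ratio from cleaved BLA substrate after 4 h stimulation; 0% = S1P-stimulated wells and 100% = unstimulated DMSO-only wells; some compounds past the cut are filed as inactive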
ROMK primary: human ROMK K+ channel modulation, primary screen. Tet-inducible ROMK, thallium flux fluorescence; actives lie on both sides. B-score at 10 µM. actives 2% (n = 130,000). AID 1918;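 active = signal ratio slope over the read window, or its plate-corrected B-score, at least 3 SD from the plate mean, either direction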;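 note: B-score of the F/F0 ratio slope over 7 to 12 s after thallium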
Active calls of the source: *; . = no result given; & = joins results of further samples.

Compound,Diaph inh CS,PPARg SRC-3 ag,PPARg SRC-2 ag,Diaphorase act,TR-FRET SRC-2 ct,PPARg SRC1 recr,PMI act hi M6P,PMI activator,G6PDH counter,S1P3 antagonist,ROMK primary
Cc1ccc(Nc2nc(-c3ccccc3)c(CC(=O)O)s2)cc1,18,6,15,0.8,1570,11,1,1,-4,-3,0.27
COc1cc(OC)cc(-c2cc(NC(C)=O)n[nH]2)c1,20,3,3,0.8,1544,6,0.9,0.8,-15,24,.
COc1ccc(C(NC(=O)C(C)C)c2c(O)ccc3ccccc23)cc1 (centres undefined),.,3,-2,.,1567,-1,.,.,21,-5,-0.12
FC(F)(F)c1cnc(C(c2ccccn2)c2ncn[nH]2)c(Cl)c1 (centres undefined),1,-4,1,1,1873,-1,1.2,1.2,10,14,-0.88
COc1ccc(OC)c(C(=O)c2ccccc2)c1,-10,-2,1,1.1,1523,5,0.9,1.1,9,.,0.11
CC(=O)c1cc2c(=O)c3cc(C)ccc3oc2nc1C,6,1,5,0.9,1581,5,1,1,-24,-21,.
COc1ccc(OC)c(S(N)(=O)=O)c1,9,10,0,0.9,1427,-3,0.9,0.8,1,-1,0.66
O=C(N/N=C\c1ccc(OC(=O)c2ccco2)cc1)c1ccc(Cl)cc1,13,1,-2,0.9,1678,3,0.9,0.9,5,8,0.053
CCOC(=O)c1c(C)nc2ccc(Cl)cc2c1-c1ccccc1,18,-4,3,0.8,1548,0,0.9,1,-5,-10,-0.33
CCCc1nnc(NC(=O)CSc2nc3ccccc3[nH]2)s1,-11,-4,8,1.1,1544,0,1.1,1,-1,4,0.41
COC(=O)c1ccc(C(=O)OC)c(NC(=O)CN(c2ccc3c(c2)OCO3)S(C)(=O)=O)c1,9,-4,-2,0.9,1406,-4,1,1,8,.,0.089
Cc1nc2cc(NC(=O)Nc3ccc(N4CCOCC4)cc3)ccc2n1C,-13,-13,0,1.1,1414,2,1,0.9,6,-41,.
Cc1c(NC(=O)CCSc2ccc(Cl)cc2)c(=O)n(-c2ccccc2)n1C,3,3,9,1,1679,-2,1.1,0.7,3,.,-0.19
CCc1ccc(C(C)NC(=O)C2(C)CC2(Br)Br)cc1 (centres undefined),11,5,-2,0.9,1571,2,1,1,5,.,-0.51
CCSc1nc2ccccc2c(=O)n1C1CCOC(C)(C)C1 (centres undefined),11,-1,-7,0.9,1637,2,1,0.9,5,-13,0.06
COc1ccc(/C=N/NC(=O)c2ccc(Cn3cc([N+](=O)[O-])cn3)o2)c(OC)c1C,11,2,3,0.9,1609,-1,1.1,1,7,.,0.038
Cc1nn(C)c(C)c1CN(C(=O)CCc1nnc(Cc2c[nH]c3ccccc23)o1)C(C)C,14,-5,-1,0.9,1390,-5,1,1,7,5,0.7
Cc1cccc(NC(=S)N/N=C(\c2ccccc2)C(C)C)c1,27,1,-2,0.7,1498,-3,0.9,0.8,10,4,-0.14
CC(C)CN1C(=O)CC(Sc2ccccc2C(=O)O)C1=O (centres undefined),14,9,10,0.9,1537,3,1.1,1,2,.,-0.052
Cc1ccccc1Oc1cc(-n2ncc(Cl)c(Cl)c2=O)ncn1,-1,0,-8,1,1643,-1,1.1,1.2,16,2,-0.24
CCOc1ccc(CCNC(=O)CSCc2ccc(C)cc2)cc1OCC,6,4,5,0.9,1595,0,0.9,0.8,10,-3,0.49
CCn1c(=O)cc(OCC(=O)NCC2CCCO2)c2ccccc21 (centres undefined),10,4,3,0.9,1533,-2,1,1,0,6,.
Cc1csc(C2=C(O)CN(c3ccc4c(c3)OCCOCCOCCOCCO4)C2=N)n1,3,-3,0,1,1580,-3,0.9,1,14,.,.
O=C(O)c1ccc(CSc2nc3ccccc3o2)cc1,10,7,3,0.9,1493,6,1,1,11,-44,-0.1
COc1ccc(Nc2nnc(SC(C(=O)Nc3ccc(OC)c(Cl)c3)c3ccccc3)s2)cc1 (centres undefined),9,3,5,0.9,1588,2,0.9,1,-2,11,.
O=C(CSc1ncn[nH]1)NCCOc1ccccc1,11,-5,2,0.9,1583,-1,1,1.1,4,-16,1.1
C=CCN1C(=O)C(Cc2ccc(SC(F)F)cc2)SC1=Nc1ccc(C(=O)O)cc1 (centres undefined),6,5,5,0.9,1529,4,1.1,1.2,18,-27,0.017
O=C1c2ccccc2C(=O)N1OCCOCCOCCBr,12,0,17,0.9,1528,-4,1.3,1.2,0,.,0.9
COc1ccc(OCCOC(=O)c2ccc(-n3cnnn3)cc2)cc1,15,-6,4,0.8,1432,-1,1,1,-1,.,-0.12
COc1ccc(NC(=O)C(NC(=O)CC2NC(=O)NC2=O)c2ccccc2)cc1 (centres undefined),8,6,-4,0.9,1463,3,0.9,0.9,3,-26,1.2
COc1ccccc1C(=O)N(NC(=O)Oc1ccccc1)C(C)(C)C,13,0,-5,0.9,1538,-2,0.9,0.9,9,-13,-0.0015
COc1ccccc1C(=O)NNC(=O)C(=O)NC(C)C,.,2,4,.,1489,2,.,.,11,-7,0.039
O=C(C1CCCO1)N(c1cccc(Cl)c1)C1C=CS(=O)(=O)C1 (centres undefined),5,-2,-6,1,1569,-3,0.9,0.9,5,-17,0.34
COC(C)(C)[C@H](O)COc1c2ccoc2cc2oc(=O)ccc12,9,0,5,0.9,1434,6,1,0.9,17,-10,0.21
CCOC(=O)n1c(=O)oc2cc(S(=O)(=O)N3CCCCC3)ccc21,5,-6,4,1,1560,2,1.1,1.1,1,7,.
Cc1cc(CNC(=O)c2cc(COc3c(F)cccc3F)on2)nn1C,4,2,-8,1,1557,-1,1.1,1,13,7,-0.12
Cc1ccccc1C(=O)Nc1ccccc1N1CCCCC1,-7,-1,-4,1.1,1359,-6,1,1,6,-8,0.46
C=CCNC(=O)Nc1ccc2oc(C)nc2c1,-9,-10,-5,1.1,1494,-4,1,1,1,-11,0.07
O=C(COC(=O)c1cc(-c2ccco2)nc2ccccc12)NCc1ccccc1,15,-1,1,0.9,1352,1,0.8,0.8,6,.,-1.3
CNCC(=O)N1CCN(c2ncc(C(F)(F)F)cc2Cl)CC1,5,5,11,1,1662,6,1,1.1,2,7,-0.67
CCOP(=O)(OCC)C(NC(=O)Nc1ccc(C)c(Cl)c1)c1ccccc1 (centres undefined),15,2,-2,0.9,1533,-4,0.9,0.9,0,-13,-0.025
CC1CC(C)CN(C(=O)CNS(=O)(=O)c2ccc(Br)s2)C1 (centres undefined),6,2,-1,0.9,1621,2,1.1,1,6,.,.
CN(C)c1nc(OCCOC(=O)COc2ccc(Cl)cc2Cl)nc(N(C)C)n1,12,5,8,0.9,1674,16,0.9,0.9,14,-10,.
CCN(CC)c1ccc(N2C(=O)/C(=C\c3cccs3)SC2=S)cc1,10,19,5,0.9,1480,9,1,1,-6,.,0.34
Cn1c(=O)cc(OCC(=O)Nc2ccccn2)c2ccccc21,-3,3,3,1,1715,3,1,1,3,5,0.85
CCn1c(NCc2cc(OC)ccc2OC)nc2ccccc21,-3,9,0,1,1679,1,1.1,1.1,4,25,.
COc1ccc(Cl)cc1-n1c(C)cc(C(=O)OCC(=O)N2CC(=O)Nc3ccccc32)c1C,15,-2,8,0.8,1593,-7,1,0.9,12,4,1.5
COc1ccc(NC(=S)Nc2ccccc2C(F)(F)F)cc1,7,4,0,0.9,1455,2,0.8,0.9,3,-10,0.51
Cc1cccc(OCC(O)CN2C(C)(C)CC(O)CC2(C)C)c1 (centres undefined),-1,-15,6,1,1476,3,0.9,0.9,16,.,0.3
CCOC(=O)c1ccc2c(c1)nc(SCC(=O)N1CCCCC1)n2CC,22,13,11,0.8,1415,10,0.9,0.9,-2,30,.

(next part)
Compound,Diaph inh CS,PPARg SRC-3 ag,PPARg SRC-2 ag,Diaphorase act,TR-FRET SRC-2 ct,PPARg SRC1 recr,PMI act hi M6P,PMI activator,G6PDH counter,S1P3 antagonist,ROMK primary
Cc1ccc(-c2noc(CCCN3C(=O)c4ccccc4C3=O)n2)cc1,21,-7,9,0.8,1759,1,0.9,1,4,.,.
CCC(C)NC(=O)CN(c1ccc2c(c1)OCO2)S(=O)(=O)c1c(C)n[nH]c1C (centres undefined),25,-8,-1,0.8,1510,2,0.9,0.9,1,6,.
Cc1ccc(/C=N/NC(=S)NC2CCS(=O)(=O)C2)cc1 (centres undefined),4,3,-1,1,1471,1,1,1,-6,.,.
CCC12CN3CCN(CC(C3)/C1=N\NC(=O)c1ccc(Cl)cc1)C2,18,4,7,0.8,1578,8,1,1,5,-8,0.69
COc1ccc(OC)c2sc(NC(=O)c3ccc(S(=O)(=O)N(C)C)cc3)nc12,24,-2,-1,0.8,1507,-7,0.9,0.9,3,9,.
COc1ccccc1-n1cnnc1SCC(=O)Nc1nc(C)c(Cl)cc1Cl,14,-1,-5,0.9,1567,-2,0.9,1,-14,.,.
CCCCNC(=O)N1CCN(Cc2cccc(F)c2)CC1,13,-3,11,0.9,1696,10,1,1.1,12,9,-0.38
Cc1ccc(S(=O)(=O)Oc2ccc(C)cc2/C=N/N=C2\NC(=O)C(C)S2)cc1 (centres undefined),25,-11,0,0.8,1399,-2,0.9,0.9,2,.,0.28
c1cnc2c(c1)ccc1cccnc12,-6&13,6&-5,-7&1,1.1&0.9,1418&1600,0&10,1.1&1.1,0.8&0.9,53*,22&21,-0.19
Cc1cc(=O)oc2cc(NC(=O)c3cc([N+](=O)[O-])ccc3N3CCOCC3)ccc12,8,3,6,0.9,1621,5,1,1.1,-10,0,-0.59
CC(C(=O)N1CCN(C=O)CC1)N1C(=O)c2ccccc2C1=O (centres undefined),16,-2,-3,0.8,1423,3,1,1,-7,.,.

Full records as entered above. Order of values: Diaph inh CS	PPARg SRC-3 ag	PPARg SRC-2 ag	Diaphorase act	TR-FRET SRC-2 ct	PPARg SRC1 recr	PMI act hi M6P	PMI activator	G6PDH counter	S1P3 antagonist	ROMK primary
Listed for `Cc1ccc(S(=O)(=O)Oc2ccc(C)cc2/C=N/N=C2\NC(=O)C(C)S2)cc1` (centres undefined) = 25	-11	0	0.8	1399	-2	0.9	0.9	2	.	0.28
Listed for `CC(C(=O)N1CCN(C=O)CC1)N1C(=O)c2ccccc2C1=O` (centres undefined) = 16	-2	-3	0.8	1423	3	1	1	-7	.	.
